HTT cytoprotect = cytoprotection in Huntington HTT-Q103 PC12 cell model; PC12 HTT-Q103 induced, cytoprotection, ATP luminescence, 40 h; Potency, µM (series often up to 56.4 µM), for inactives: cytoprotection (ATP increase), most hits filed as activators; 0.14% of 230,000 active;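 also: % of control where 0% means no effect; nearly all actives have a fitted effect of over 45% in size; toxic huntingtin expression switched on by the ecdysone agonist tebufenozide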
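Huntington model: PC12 line, ecdysone-inducible HTTQ103 exon1–GFP, tebufenozide 100 nM. Test articles in a dose series. Endpoint luminescence from cellular ATP.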
GAA glycogen = alters human alpha-glucosidase cleavage of glycogen | Potency, µM (doses to about 76.4 µM), without a hit: top-dose activity change, negative = inhibition, actives largely listed as inhibitors | AID 2100 | 0.38% of 300,000 active | recombinant GAA, glycogen substrate, Amplex Red glucose oxidase fluorescence | P10253;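 also: 0% = full enzyme reaction and -100% = no-enzyme basal signal; the screen sought inhibitors and activators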
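Recombinant human alpha-glucosidase (4 nM final) hydrolysed bovine liver glycogen (30 ug) for 40 min at 37 C in pH 5.0 citrate/phosphate with 0.01% Tween-20. Released glucose detected by glucose oxidase/Amplex Red, Ex 573/Em 610 nm. Compounds up to 77 uM; AC50 from Hill fits.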
GAA spleen mod = inhibits or activates alpha-glucosidase in human spleen homogenate. P10253. human spleen homogenate, 4-MU-alpha-glucoside fluorescence. Potency, µM (series often up to 79.9 µM), for the others: at the highest dose activity change, negative = inhibition, actives largely listed as inhibitors. 0.006% of 240,000 active. AID 2112;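 also: 0% = enzyme with vehicle and -100% = no enzyme basal signal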
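Compounds were titrated against alpha-glucosidase in spleen homogenate at pH 5.0, with 1 mM 4-methylumbelliferyl substrate for 40 min at 37 C. Reactions were quenched with pH 10 NaOH/glycine and fluorescence measured.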
GAA inhib = inhibitors of human lysosomal alpha-glucosidase | 0.005% of 200,000 active | Potency, µM (highest dose often 76.9 µM), without a hit: top-dose activity change, negative = inhibition, actives largely listed as inhibitors | P10253 | purified human GAA, 4-MU-alpha-glucoside fluorescence;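 also: plate controls were uninhibited enzyme wells for no effect and no-enzyme background for full effect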
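Human enzyme at 4 nM with 400 uM 4-methylumbelliferyl-alpha-D-pyranoside, citrate/phosphate buffer pH 5.0, 0.005% Tween-20, 20 min at room temperature. Compounds up to 77 uM. 4-MU fluorescence (Ex 365/Em 440) read after NaOH/glycine stop; AC50 from Hill fit.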
GoLoco inh red = blocks human Gai1 binding to RGS12 GoLoco peptide, red readout; P63096; Gai1:RGS12 GoLoco peptide FP, rhodamine, 10 min; Potency, µM (highest dose often 61.6 µM), inactives show at the highest dose activity, negative = inhibition, hits mostly inhibitors; 0.44% of 230,000 active; active = well fitted inhibition curve with a large enough effect, not every such curve was filed as active; inactive = no such curve, though single readings can be large or run the other way; also: % is scaled to controls: 0 for no effect and ±100 for the full control effect; nearly all actives have a fitted effect of over 30% in size; many of its hits are not listed in these tables
Target sequence (P63096 whole entry, looked up): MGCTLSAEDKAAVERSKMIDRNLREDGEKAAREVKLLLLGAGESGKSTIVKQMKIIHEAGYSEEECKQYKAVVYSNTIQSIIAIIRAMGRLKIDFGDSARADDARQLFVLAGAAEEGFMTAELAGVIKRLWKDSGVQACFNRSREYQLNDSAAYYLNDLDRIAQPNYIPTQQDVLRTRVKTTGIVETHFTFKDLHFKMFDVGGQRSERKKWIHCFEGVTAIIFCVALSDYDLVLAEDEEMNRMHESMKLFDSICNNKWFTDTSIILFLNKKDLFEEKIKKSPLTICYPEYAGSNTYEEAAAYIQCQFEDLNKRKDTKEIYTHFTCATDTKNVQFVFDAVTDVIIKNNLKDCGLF
IMPase Li inh = IMPase inhibition in cells with lithium potentiation. 0.35% of 210,000 active. CHO-M1 cells, IP1 TR-FRET (IP-One), carbachol + lithium. Potency, µM (highest dose often 59.4 µM), without a hit: at the top dose activity, negative = IMPase inhibition, usual class: inhibitors;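 also: IP1 builds up when IMPase is blocked and the TR-FRET signal falls; plate controls were basal vehicle for no effect and high inhibitor control for full effect; nearly all actives have a fitted effect of over 50% in size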
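Lithium-sensitised IP1 accumulation assay; M1-expressing CHO cells treated 30 min at 37C with compound. Competitive antibody detection by time-resolved FRET followed a 10 min room-temperature lysis step.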
HTT aggregate = inhibitors of mutant huntingtin aggregate formation in PC12 cells | PC12 HttQ103-GFP aggregates, Acumen cytometry, 40 h | Potency, µM (series often up to 46.1 µM), without a hit: at the top dose activity change, negative = inhibition, actives largely listed as inhibitors | 1.1% of 220,000 active; also: % is scaled to controls: 0 for no effect and ±100 for the full control effect; nearly all actives have a fitted effect of over 60% in size
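Read-out: GFP aggregate count by laser scanning cytometer (488 nm excitation, 500-530 nm emission, 1–25 µm objects >6 SD above background). Cells: PC12, inducible HTTex1-Q103-GFP, 100 nM tebufenozide; compounds titrated.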
The depositor's hits bear a star; ? = inconclusive; / = no result given; [ ] = dose if it differs, or a comment. Unless noted, calls follow the shape of the dose curve; as a rule, active = well fitted curve in the direction sought with a large enough effect; inconclusive = small, poorly fitted or top-dose-only effect, or another doubt; inactive = no such curve, though single readings can be large; an effect the other way counts as inactive or inconclusive. Potency is read from the fitted curve at half-maximal effect.

#	Compound	HTT cytoprotect	GAA glycogen	GAA spleen mod	GAA inhib	GoLoco inh red	IMPase Li inh	HTT aggregate
1	O=C(Cc1ccc(S(=O)(=O)N2CCOCC2)s1)Nc1ccccc1N1CCOCC1	-4%	2%	-1%	2%	8%	1%	-20%
2	COCCNC(=O)Nc1ccc2nc(-c3ccco3)c(-c3ccco3)nc2c1	/	3%	-10%	6%	7%	7%	/
3	COCCNS(=O)(=O)c1ccccc1	16%	-2%	-4%	4%	4%	-18%[38.3 µM]	8%[9.22 µM]
4	Cc1ccc2nc(C3CCN(CC(=O)N4CCCCCC4)CC3)[nH]c2c1	16%[10 µM]	3%	2%	3%	11%	15%[38.3 µM]	-12%
5	Cc1cc(C(F)(F)F)n(-c2nc(C(=O)O)cs2)n1	-13%	-4%	1%	?	-2%	-11%	-2%
6	CC(C)C[C@H](NC(=O)c1nc[nH]c1C(=O)N(C)Cc1ccccc1)C(=O)OCc1ccccc1	6%[10 µM]	-15%	1%	/	-5%	11%	1%[9.22 µM]
7	COC(=O)CNC(=O)C(C)(C)Oc1ccc(Cl)cc1	19%	6%	9%	-2%	-16%	19%[38.3 µM]	-8%
8	CCC(C)NC(=O)c1cn(CC)c2ccc(S(=O)(=O)N(C)C)cc2c1=O (configuration not stated)	-22%	-3%	-23%	-4%	0%	6%	-13%
9	Cc1nn(CC(=O)O)c(C)c1N	16%[10 µM]	?	0%	/	1%	/	13%[9.22 µM]
10	O=C(Nc1ccc(NC(=O)c2cccs2)cc1)c1ccc2c(c1)OCO2	13%[10 µM]	-4%	-6%	/	-5%	/	23%[9.22 µM]
11	C/C(=C(/NC(=O)c1ccccc1)C(=O)O)c1ccco1	/	-6%	-5%	3%	9%	-4%	6%
12	CCCN(CCC)CCNc1c(N2CCN(C(=O)OCC)CC2)c(=O)c1=O	-2%	21%	-5%	1%	2%	-10%[38.3 µM]	0%

Shown in transposed form: entries from further up.
#4 Cc1ccc2nc(C3CCN(CC(=O)N4CCCCCC4)CC3)[nH]c2c1
#5 Cc1cc(C(F)(F)F)n(-c2nc(C(=O)O)cs2)n1
#6 CC(C)C[C@H](NC(=O)c1nc[nH]c1C(=O)N(C)Cc1ccccc1)C(=O)OCc1ccccc1

Screen / compound no.	4	5	6
HTT cytoprotect	16%[10 µM]	-13%	6%[10 µM]
GAA glycogen	3%	-4%	-15%
GAA spleen mod	2%	1%	1%
GAA inhib	3%	?	/
GoLoco inh red	11%	-2%	-5%
IMPase Li inh	15%[38.3 µM]	-11%	11%
HTT aggregate	-12%	-2%	1%[9.22 µM]

Additional results follow.
#	Compound	HTT cytoprotect	GAA glycogen	GAA spleen mod	GAA inhib	GoLoco inh red	IMPase Li inh	HTT aggregate
13	O=S(=O)(N1CCCCC1)n1c(Cc2ccccc2)nc2ccccc21	10%[10 µM]	-15%	-2%	-14%	-1%	12%	-8%
14	Cc1cccc(-n2c(=S)[nH]c3c(oc4ccccc43)c2=O)c1	/	-5%	-3%	1%	-3%	8.9µM*	6%
15	O=C(N/N=C/C=C/c1ccccc1)c1ccncc1	-14%[1.9 µM]	1%	-1%	3%	-8%	-7%	-12%
16	C=CCOc1c(Cl)cc(C2NC(=O)NC(C)=C2C(=O)OC)cc1Cl (configuration not stated)	-3%	2%	-7%	-7%	-9%	33%[38.3 µM]	-14%
17	Cc1oc2c(CN3CCCC3)c(O)ccc2c(=O)c1-c1ccc(Br)cc1	-16%[0.074 µM]	-5%	4%	13%	5%	-5%[38.3 µM]	-2%
18	N#CC1=C(SCC(=O)Nc2nccs2)NC(=O)CC1c1ccccc1 (configuration not stated)	4%[10 µM]	20%	-3%	6%	2%	8%[38.3 µM]	5%
19	O=C1CCCC2=C1C(Cc1ccccc1)C1=C(CCCC1=O)O2	-1%[10 µM]	-1%	4%	-5%	-8%	4%[38.3 µM]	?
20	CCOC(=O)c1cc(-c2ccc(C#N)cc2)nc2c1c(C)nn2CCC#N	-17%	5%	-2%	?	3%	?	17%
21	CN(C(=O)COC(=O)c1cncc(Br)c1)C1CCS(=O)(=O)C1 (configuration not stated)	39%[10 µM]	1%	-3%	-4%	8%	5%	9%
22	Cc1ccc(O)c(C(=O)CC(=O)c2cccc(F)c2)c1	-6%[10 µM]	-7%	-4%	-10%	6%	10%[38.3 µM]	18µM*
23	COC(=O)[C@@H]1C[C@@]2(O)[C@H](O)[C@H](O)[C@H](O)C[C@H]2N1Cc1ccc(N2CCN(C)CC2)cc1	-27%	/	-2%	/	-27%	-5%	/
24	Cc1ccc(NS(=O)(=O)c2ccc(CCC(=O)N3CCCC3)cc2)cc1	-23%	4%	-5%	-5%	15%	5%	-3%
25	CC(C)COCc1ccc(O)c2ncccc12	-153%[inhibitor]	3%	-4%	-7%	-1%	/	10µM*
26	COc1ccc(S(=O)(=O)N2CCOCC2)cc1Br	-35%[inhibitor]	25%	0%	12%	5%	4%	-22%[9.22 µM]
27	COC(=O)C1=NN(C(=O)c2cccc(Br)c2)C(O)(c2ccc(Cl)cc2)C1 (configuration not stated)	-1%[10 µM]	-18%	3%	0%[15.4 µM]	25%	-3%	-3%[9.22 µM]
28	O=C(Cc1c(F)cccc1Cl)Nc1ncc([N+](=O)[O-])s1	-23%	-3%	-2%	1%	-14%	9%	10µM*
29	Cc1cc(N2CCN(C)CC2)nc2ccc(NC(=S)NCCCN3CCN(C)CC3)cc12	-3%	-11%	4%	?	-7%	3%	-10%
30	Cc1ccc(NC(=O)C(C)N=C2NS(=O)(=O)c3ccccc32)cc1F (configuration not stated)	-5%[10 µM]	2%	-6%	/	6%	/	-8%[9.22 µM]
31	COc1cnn(-c2ccc(Br)cc2)c(=O)c1SCc1ccccc1	-27%[10 µM]	-3%	-5%	-8%	2%	29%	?
32	COc1ccccc1-c1cncnc1NCc1cccc(C)c1	19%	/	-3%	/	-8%	6%	/
33	C/C(=N/NC(=O)COc1cc(C)ccc1C(C)C)C(=O)O	-97%[inhibitor]	-17%	0%	5%	1%	-4%	-1%
34	O=C(CN1C(=O)c2ccccc2C1=O)Nc1nc(-c2cccc([N+](=O)[O-])c2)cs1	3%	10%	8%	-5%	7%	18%[38.3 µM]	15%
35	COC(=O)Nc1ccc(S(=O)(=O)N2CCCC(C(=O)N3CCN(C)CC3)C2)cc1 (configuration not stated)	12%[10 µM]	9%	-4%	/	-8%	/	-2%[9.22 µM]
36	Cc1cccc(-c2cc(=O)c3cc(C)ccc3o2)c1	?	/	-5%	/	4%	12%	/
37	CCC(NC(=O)Nc1cc(OC)c(OC)c(OC)c1)(C(F)(F)F)C(F)(F)F	-7%	-13%	1%	-7%	-2%	7%[38.3 µM]	2%
38	N#Cc1ccccc1NC(=O)CSC1=Nc2ccccc2C2CC=NN12 (configuration not stated)	36%	?	1%	-2%	7%	3%	6%
39	CCC(=O)/C=C1/Sc2ccc(OC)cc2N1CCO	-1%[10 µM]	3%	-7%	-23%	3%	11%	7%[9.22 µM]
40	COC(=O)c1ccc(S(=O)(=O)N2CCCCCC2)n1C	-4%[10 µM]	6%	-5%	/	-2%	/	-24%[9.22 µM]
41	Cc1ccc(C(=O)Nc2nnc(-c3ccncc3)s2)o1	-39%[inhibitor]	4%	-10%	-4%	-12%	12%[38.3 µM]	-30%
42	Cc1nnc(SCc2ccccc2)n(N)c1=O	39%[10 µM]	0%	4%	-4%	0%	4%	-10%
43	CN1CCC(N(C)C(=O)c2sc3cc(F)ccc3c2Cl)CC1	-36%	5%	-1%	1%	-3%	2%	18%
44	Cc1ccc(-n2cc(CN(C)Cc3ncc[nH]3)c(-c3cccc(C)c3)n2)cc1	-13%[10 µM]	-3%	-1%	6%	87%[activator]	-7%	-11%[9.22 µM]
45	CN1CCc2nc3ccc(Cl)cc3c(-c3ccccc3Cl)c2C1	-4%[10 µM]	2%	-2%	-3%	-3%	16%	2%
46	ON=C1CCCCC1	-15%	/	7%	/	4%	1%	/
47	CC1(C)CC(=O)C(C2(O)C(=O)N(Cc3ccccc3)c3ccccc32)CO1 (configuration not stated)	-59%[inhibitor][10 µM]	4%	-6%	14%	1%	11%[38.3 µM]	7%
48	COc1ccc(C(NC(=O)c2ccccc2F)NC(=O)c2ccccc2F)cc1	-10%[1.9 µM]	14%	7%	-5%	4%	-8%	21%
49	CCN(C(=O)c1cc2c(C)nc3ccccc3c2o1)c1cc(Cl)ccc1OC	20%[10 µM]	-3%	2%	/	-8%	/	10%[9.22 µM]
50	O=C1CCCN1c1ccc(S(=O)(=O)NCCc2ccc(Cl)cc2)cc1	13%	-1%	-5%	-7%	-16%	24%[38.3 µM]	?
51	CC1CCCN(CC(=O)Nc2cccc([N+](=O)[O-])c2)C1 (configuration not stated)	9%[10 µM]	6%	2%	3%	7%	12%	25%
52	Cc1csc(SCC(=O)N2CCCC2)n1	-12%[0.074 µM]	2%	2%	-4%	0%	-5%[38.3 µM]	-1%
53	Cc1ccnc2nc(C(=O)Nc3nccs3)nn12	-3%	-3%	-4%	0%	-2%	17%[38.3 µM]	8%
54	CSC(=Nc1ccccc1)C1=C(O)COC1=O	-1%[10 µM]	5%	-5%	2%	1%	-6%	18%
55	Cc1ccccc1C(C(=O)NC1CCCCC1)N(C(=O)CNC(=O)c1ccco1)c1cccnc1 (configuration not stated)	-11%[10 µM]	11%	-6%	1%	20%	-2%	7%[9.22 µM]
56	CC(=O)OC(C)=O	-7%	/	-2%	/	15%	7%	/
57	O=C(Nc1ccc2c(c1)OCO2)C1CCCN(c2nc3ccccc3s2)C1 (configuration not stated)	-28%	6%	-10%	-2%	8%	-4%[38.3 µM]	?
58	Cc1ccc(C(=O)/C=C\C(=O)c2ccc(C)cc2)cc1	7%[10 µM]	8%	3%	-4%	-3%	12%	?
59	Cc1ccc(C)c(S(=O)(=O)NCCCN2CCOCC2)c1	-27%	-7%	-10%	5%	3%	7%	15%
60	O=C(O)c1cccc(NC(=S)N/N=C/c2c[nH]c3ccccc23)c1	-140%[inhibitor]	?	1%	9%	1%	-2%	19%

High-throughput results as filed in PubChem.

This is a subset; rates above refer to the full screens.
